Assay outcomes as filed in PubChem.
LDHA inh: blocks human lactate dehydrogenase A; activity change, % (values are at about 110 or 230 µM); purified LDHA, NADH/diaphorase-resazurin fluorescence; stronger effect = lower value; P00338; 480,000 compounds, 0.15% hits; AID 1347041; in the data active means activity change below about -30%; inconclusive means mostly about -25% to -30%;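 further: plate controls were DMSO wells for no effect and wells without enzyme for full effect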
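Human LDH5 at 2 nM final in Tris HCl pH 7.4 with 0.06 mM NADH and 0.2 mM pyruvate, reacted 5 minutes at room temperature. Remaining NADH coupled via diaphorase/resazurin; resorufin fluorescence read at 0 and 20 minutes, normalized to enzyme-free and DMSO wells.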
RGS4 inh: human RGS4 inhibition; P49798; Transcreener GDP fluorescence polarization, RGS4-accelerated GTP hydrolysis; Potency, µM (series often up to 114 µM), inactives show at the top dose activity change, negative = inhibition, usual class: inhibitors; 390,000 compounds, 0.039% hits; AID 504845; further: potency means the concentration at half of the fitted maximal effect; on the % scale 0 is the no-effect control and ±100 the full control effect; nearly all actives have a fitted effect of over 75% in size; some results filed as inactive show a strong effect at the top dose
Target sequence (P49798 whole entry, looked up): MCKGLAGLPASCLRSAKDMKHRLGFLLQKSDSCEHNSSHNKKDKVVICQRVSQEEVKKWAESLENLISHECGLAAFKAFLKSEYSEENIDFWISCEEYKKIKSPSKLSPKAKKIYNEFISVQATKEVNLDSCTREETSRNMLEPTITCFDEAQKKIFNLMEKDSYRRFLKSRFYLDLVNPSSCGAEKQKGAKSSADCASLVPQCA
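MLSMR compounds (23 nl, pin-transferred) preincubated 10 min at room temperature with a 500nM (2x) first reagent, then RGS4 at 900nM (2x) plus Transcreener GDP mix added; fluorescence polarization (620/688 nm) read before and after 90 min at 30 °C.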
Vif-A3G inh: blocks the Vif interaction with human APOBEC3G; Potency, µM (doses to about 46.1 µM), for the others: at the top dose activity, negative = active, usual class: inhibitors; AID 602310; Q9HC16; 410,000 compounds, 0.076% hits; HeLa A3G-eYFP + Vif (tagged APOBEC3G with the HIV-1 protein that degrades it), YFP fluorescence, overnight;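 further: potency means the concentration at half of the fitted maximal effect; on the % scale 0 is the no-effect control and ±100 the full control effect; nearly all actives have a fitted effect of over 60% in size; hits raise eYFP signal because A3G escapes Vif-driven loss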
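Read-out is eYFP fluorescence (Ex 488/Em 500-530) from Vif-expressing HeLa A3G-eYFP cells; more signal means A3G escaped Vif-mediated degradation. Cells plated overnight, compound pinned in, incubated overnight at 37 deg C.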
IDH1 R132H inh: blocks human mutant IDH1 R132H enzyme; IDH1-R132H enzyme, NADPH consumption, diaphorase/resazurin fluorescence; 390,000 compounds, 0.093% hits; Potency, µM (doses to about 76.6 µM), without a hit: at the top dose activity change, negative = inhibition, usual class: inhibitors; AID 602179; O75874; further: potency means the concentration at half of the fitted maximal effect; on the % scale 0 is the no-effect control and ±100 the full control effect; nearly all actives have a fitted effect of over 65% in size
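IDH1-R132H (0.5 ug/mL) preincubated 30 min with compound, then NADPH (0.016 mM) and alpha-KG (2 mM) added; 80 min at RT, pH 7.5. Remaining NADPH coupled via diaphorase/resazurin to fluorescence (540/590 nm); concentration-response curves normalized to no-enzyme control.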
USP1 inh: blocks the human USP1/UAF1 deubiquitinase complex. O94782. recombinant USP1/UAF1, Ub-Rhodamine cleavage fluorescence. Potency, µM (series often up to 57.1 µM), for the others: top-dose activity change, negative = inhibition, most hits filed as inhibitors. 390,000 compounds, 0.23% hits; further: potency means the concentration at half of the fitted maximal effect; on the % scale 0 is the no-effect control and ±100 the full control effect; nearly all actives have a fitted effect of over 60% in size; inactives centre near -12
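1 nM enzyme complex + cpd, 15 min RT; start with Ub-Rho 150nM final; kinetic fluorescence ex 480/em 540, 6 reads q60 s. Buffer 50mM HEPES pH 7.8, 0.5mM EDTA, 0.1 mg/ml BSA, 1mM TCEP, 0.01% Tween-20.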
TrxR1 inh: blocks rat thioredoxin reductase 1; O89049; recombinant rTrxR1, NADPH fluorescence consumption, selenite substrate; Potency, µM (doses to about 114 µM), inactives show at the highest dose activity change, negative = inhibition, most hits filed as inhibitors; 390,000 compounds, 1% hits; further: potency means the concentration at half of the fitted maximal effect; on the % scale 0 is the no-effect control and ±100 the full control effect; nearly all actives have a fitted effect of over 65% in size
Target sequence (O89049 whole entry, looked up): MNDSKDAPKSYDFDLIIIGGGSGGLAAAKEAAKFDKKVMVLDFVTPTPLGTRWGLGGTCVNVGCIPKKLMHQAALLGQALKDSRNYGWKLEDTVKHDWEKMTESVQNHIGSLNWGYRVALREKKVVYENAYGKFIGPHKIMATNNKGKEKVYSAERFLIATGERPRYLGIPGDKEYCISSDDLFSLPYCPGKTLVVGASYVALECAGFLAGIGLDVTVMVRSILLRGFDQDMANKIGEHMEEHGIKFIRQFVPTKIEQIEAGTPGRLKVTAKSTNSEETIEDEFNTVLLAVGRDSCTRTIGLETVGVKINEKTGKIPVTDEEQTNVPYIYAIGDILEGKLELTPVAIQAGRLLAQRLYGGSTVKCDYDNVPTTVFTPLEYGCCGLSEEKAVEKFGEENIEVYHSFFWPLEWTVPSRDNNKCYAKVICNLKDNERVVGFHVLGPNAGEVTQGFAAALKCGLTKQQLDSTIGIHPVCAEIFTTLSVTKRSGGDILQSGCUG
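Rat TrxR1 (90 nM in the dispensed reagent) was pre-reduced with 400 uM NADPH for 5 min at room temperature, then incubated with compound for 15 min. After 400 uM selenite was added, NADPH fluorescence (Ex 340/Em 450 nm) was followed for 8 min.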
GRP78 ERSR act: inducers of ER stress response in human glioma cells; U87-MG GRP78 promoter luciferase reporter, 16 h; AID 602332; 420,000 compounds, 0.02% hits; Potency, µM, without a hit: top-dose activation, actives largely listed as activators; further: potency means the concentration at half of the fitted maximal effect; series mostly up to about 76 µM; % of control where 0% means no effect; nearly all actives have a fitted effect of over 35% in size
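ERSR induction read as luciferase luminescence (Bright-Glo, 10 min at room temperature) in stably transfected human U87-MG glioma cells exposed to compounds for 16 h, using GRP78 as sensor.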
Vif-APOBEC3F blk: inhibitors of Vif-A3F interaction; HeLa A3F-eYFP + Vif (tagged APOBEC3F with the HIV-1 protein that degrades it), YFP fluorescence increase; Potency, µM (highest dose often 46.1 µM), for inactives: at the highest dose activity, negative = active; 390,000 compounds, 0.2% hits; further: potency means the concentration at half of the fitted maximal effect; % of control where 0% means no effect; nearly all actives have a fitted effect of over 65% in size
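HeLa cells stably expressing A3F-eYFP plus Vif, plated and incubated overnight at 37 deg C, then exposed to compounds overnight at 37 deg C. Blocked degradation read as raised yellow fluorescence (Ex 488/Em 500-530).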
TrxR1 substrate: substrates of rat thioredoxin reductase 1 | AID 588456 | Potency, µM (titrated, usually from 114 µM), inactives show at the highest dose activity change, negative = substrate turnover | purified TrxR1 substrate turnover, NADPH consumption readout | O89049 | 390,000 compounds, 0.01% hits; further: potency means the concentration at half of the fitted maximal effect; on the % scale 0 is the no-effect control and ±100 the full control effect; nearly all actives have a fitted effect of over 50% in size
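Rat TrxR1, dispensed at 90 nM, was prereduced with 400 uM NADPH (final) for 5 min at ~22 deg C, then incubated with compound 15 min before 400 uM selenite. A first-read NADPH fluorescence drop versus no-compound background flagged substrates.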
The depositor's hits bear a star; ? = inconclusive; · = no result given; [ ] = another dose, or the depositor's remark. Unless noted, the call rests on the fitted dose curve; in most records, active means well fitted curve in the direction sought with a large enough effect; inconclusive means small, poorly fitted or top-dose-only effect, or another doubt; inactive means no such curve, though single readings can be large; an effect the other way counts as inactive or inconclusive. An excerpt. The share of hits here may be higher or lower than overall.

SMILES	LDHA inh	RGS4 inh	Vif-A3G inh	IDH1 R132H inh	USP1 inh	TrxR1 inh	GRP78 ERSR act	Vif-APOBEC3F blk	TrxR1 substrate
Cc1sc2ncnc(SCC(=O)N3CCCC(C(N)=O)C3)c2c1C (stereo not drawn)	-5	-29%	1%	9%	-17%	2%[57.1 µM]	-5%	-4%	2%[57.1 µM]
CNC(=O)CN(c1ccc(C23CC4CC(CC(C4)C2)C3)cc1)S(C)(=O)=O	1	-13%	-1%	1%	?	25%[57.1 µM]	-2%	8%	-2%[57.1 µM]
COc1cccc(/C=C/C(=O)OCC(=O)Nc2ccc(N3CCOCC3)cc2)c1OC	-6	16%	-2%	0%	-11%	1%[57.1 µM]	1%	-1%	10%[57.1 µM]
O=C(Nc1ccnc(-c2cccnc2)n1)c1cccs1	-4	-9%	1%	-6%	-12%	14%	2%	2%	-6%
O/N=C/Cc1[nH]c2ccccc2c1-c1ccccc1	-11	-1%	-1%	-6%	-20%	16%	-1%	2%	-5%
CC1CN(C(=O)COC(=O)c2ccc(Cl)c(S(=O)(=O)N3CCCCC3)c2)CC(C)O1 (stereo not drawn)	-3	1%	1%	0%	-22%	5%	-3%	-2%	0%
O=C1CC(N(CCc2ccccc2)C(=S)Nc2cc(Cl)ccc2Cl)C(=O)N1c1c(Cl)cccc1Cl (stereo not drawn)	-1	-10%[11.4 µM]	-1%	1%	-6%	-10%	-5%	-10%	0%
CCCCNC(=O)CSc1cc(=O)n(C)c2ccccc12	0	-11%[11.4 µM]	1%	6%	-20%	7%[57.1 µM]	-5%	-11%	8%
COc1cc(/C=C2\SC(=S)N(N3CCOCC3)C2=O)cc(OC)c1OC	-1	8%	-4%	4%	-13%	-21%	-2%	2%	-11%
Cc1cc(C)cc(OCC(=O)Nc2nc3ccc([N+](=O)[O-])cc3s2)c1	4	21%	2%	-6%	-6%	7%	-1%	-22%	4%
O=[N+]([O-])c1ccccc1-c1ccc(CN2CCN(c3ccccc3)CC2)o1	2	-12%	-6%	-10%	-26%	-6%	-2%	2%	7%
Oc1ccc(N=Nc2ccc(Br)cc2)c(O)c1	-3	-18%	-5%	20%	-9%	8%	-5%	-6%	0%
Cc1ccc(N(CC(N)=O)C2SC(=O)NC2=O)cc1 (stereo not drawn)	-3	1%	-1%	7%	-1%	16%	-4%	1%	-3%
COc1ccc(CN2CCC(C(=O)c3ccc(F)cc3)CC2)cc1	-2	-15%	-9%	6%	-21%	31%	-3%	8%	4%
Cc1cccc(N2CCN(C(=O)c3cnc(N4CCCC4)nc3C)CC2)c1C	1	12%	·	·	-8%	12%[57.1 µM]	·	·	7%[57.1 µM]
C/C(=N\NC(=O)COc1cc(C)cc(C)c1)c1ccc(N2CCOCC2)cc1	-8	-15%	2%	-5%	-7%	5%[57.1 µM]	-3%	-3%	11%[57.1 µM]
C=C(C)CNC(=S)N/N=C/c1ccccc1OCC(=O)O	-2	-2%	1%	7%	-18%	-6%[57.1 µM]	-3%	3%	0%[57.1 µM]
Cc1ccccc1OCC(=O)NCC(c1ccc(Cl)cc1)N1CCOCC1 (stereo not drawn)	-1	0%	1%	0%	-21%	11%	-3%	-6%	0%
NC(=O)C1CCN(c2nc(-c3ccc4ccccc4c3)cs2)CC1	-7	1%	1%	·	·	1%	-1%	-7%	-5%
CC1CCCC(N2CCN(C(=O)c3ccc([N+](=O)[O-])cc3)CC2)C1 (stereo not drawn)	-16	31%	0%	2%	3%	3%	-3%	-2%	-6%
O=C(O)c1ccccc1S(=O)(=O)NCC(O)COC1CCCCC1 (stereo not drawn)	2	-14%	-4%	2%	-5%	-8%[57.1 µM]	-1%	-17%	3%[57.1 µM]
COc1ccc(C(=O)/C=C(/C)N(C)C)cc1	9	-3%	0%	0%	10%	-51%	5%	-1%	3%[57.1 µM]
CC(C)C[C@H]1CNC(=S)N1CC1CCCN1C[C@H](CC(C)C)N1C[C@H](Cc2ccccc2)N(CC2CCCCCC2)C1=S (stereo partly drawn)	-2	15%	-1%	3%	-21%	22%	-2%	1%	3%
CCOCCCNC(=S)Nc1cc(C)cc(C)c1	-3	-17%	0%	10%	-19%	-16%	-4%	-6%	-6%
CCNc1ccc(C(=O)O)cc1N	12	-26%	-3%	12%	-5%	-19%	-2%	2%	34%[activator]
COc1ccc(N2CCN(C(=O)Cn3cnc4sc(C)c(S(=O)(=O)N5CCC(C)CC5)c4c3=O)CC2)cc1	4	8%	-2%	10%	2%	26%[2.29 µM]	-2%	5%	3%[2.29 µM]
COc1ccc(OC)c(-c2csc(-c3cccs3)n2)c1	-7	19%	-6%	10%	-19%	12%	5%	-7%	2%
c1ccc(Cn2nnnc2C(c2cccnc2)N2CCN(C3CCCCC3)CC2)cc1 (stereo not drawn)	0	6%	0%	2%	?	13%	-3%	-1%	8%
Nc1c(C(=O)N/N=C/c2cccnc2)oc2nc(-c3ccco3)cc(-c3ccco3)c12	12	-27%	-11%	0%	-17%	?	-1%	-1%	18%
COc1cccc(C(=O)Oc2ccc(N3C(=O)CCC3=O)c(C)c2)c1	-4	14%	1%	-8%	-9%	14%	-2%	-22%	4%
CCCCCNC(=O)c1ccc2c(=O)n(CCCN3CCCC3=O)c(=S)[nH]c2c1	-14	-3%	-1%	1%	-15%	-9%[57.1 µM]	5%	10%	5%[57.1 µM]
CC(C)(C)n1ncc2c(=O)n(Cc3cccc(C(F)(F)F)c3Cl)cnc21	·	·	-2%	·	·	17%[57.1 µM]	0%	·	-3%
CC(C)(C)OC(=O)N1CCC(c2c(C(=O)NC3CC3)cnn2-c2ccc(Cl)cc2)CC1	-3	5%[11.4 µM]	-4%	-9%	2%	-7%	1%	-1%	0%
Clc1ccccc1Cc1noc(CN2CCN(Cc3ccccn3)CC2)n1	-2	-42%	-1%	3%	-15%	7%[57.1 µM]	1%	-8%	2%[57.1 µM]
CC1=CN2C(=NC(=O)CC2(C)C(=O)N(CC(=O)NC2CCCC2)c2cc(C)cc(C)c2)C=C1 (stereo not drawn)	3	0%	-1%	15%	-20%	-16%	-3%	-2%	302%[activator]
C=C(C)C1CC=C(C)/C(=N/NC(=O)CNc2ccc(OCC)cc2)C1 (stereo not drawn)	6	-3%	1%	7%	-12%	-16%	-3%	-2%	-13%
O=C(N/N=C/C(Br)=C/c1ccccc1)C1CC1	0	-49%	-4%	-5%	-19%	-1%[57.1 µM]	4%	-30%	6%[57.1 µM]
Cc1ccc(NC(=O)CN(Cc2ccccc2)S(=O)(=O)c2ccc3nc(C)sc3c2)c(C)c1	-14	18%	2%	-28%	-3%	12%[57.1 µM]	-2%	0%	1%[57.1 µM]
COc1ccc(CCNC(=S)NCc2ccc(Cl)c(Cl)c2)cc1OC	-11	-33%	7%	-11%	-14%	7%[57.1 µM]	1%	-6%	1%[57.1 µM]
CCOc1cccc(NC(=O)C2CCCN(S(=O)(=O)c3ccc(-n4cnnn4)cc3)C2)c1 (stereo not drawn)	-4	9%	-5%	-2%	-16%	19%[57.1 µM]	-3%	-2%	10%[57.1 µM]
COc1cc(OC)cc(N2C(=O)N(CC(=O)c3ccc(F)cc3)c3ccccc3S2(=O)=O)c1	-2	-19%	3%	5%	-6%	5%[57.1 µM]	-3%	1%	-2%[57.1 µM]
O=C(Nc1cccc([N+](=O)[O-])c1)N1CCc2ccccc2C1	-2	14%	2%	-5%	-4%	2%	3%	0%	-2%
C=CCn1c2ccccc2c2nnc(SCC(=O)Nc3c(C)n(C)n(-c4ccccc4)c3=O)nc21	1	11%	-1%	3%	-19%	17%	-4%	0%	3%
C=CC[C@]12C=C(OC)C(=O)C=C1O[C@@H](c1ccc3c(c1)OCO3)[C@H]2C	-4	-2%	1%	-9%	-19%	-16%	-1%	-15%	-7%
CCCC(=O)N/N=C1\CS(=O)(=O)N(C)c2ccsc21	-2	24%	-3%	-2%	-11%	-20%	-1%	-14%	-11%
